PME-1 primary = PME-1 (human) inhibition | Q9Y570 | recombinant PME-1, FP-Rh probe fluorescence polarization | inhibition, % at 5.9 µM | hit rate 0.53% among 320,000;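 active = inhibition above the campaign mean of all compounds plus 3 SD, cut at about 26% in these data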;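 also: competitive labeling of PME-1 active site by serine hydrolase directed probe; 0% = PME-1 with DMSO and 100% = wells lacking PME-1 enzyme; inhibitors block probe labeling so polarization falls and inhibition rises; many of its hits are not listed in these tables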
VLA-4 inh = inhibition in a human VLA-4 binding assay; P13612; VLA-4 expressing cells, ligand binding flow cytometry; inhibition, % (about 7 µM as worked out from the volumes in the protocol); hit rate 0.2% among 330,000; AID 2557; in the data active = inhibition above about 50%
Fam108B counter = Fam108B inhibition, counter-screen for RBBP9 inhibitors. inhibition, % at 9.51 µM. hit rate 0.33% among 300,000. recombinant Fam108B, FP-Rh probe fluorescence polarization. AID 1947;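 active = inhibition above the screen mean inhibition plus 3 SD, computed separately per campaign, cut at about 18% in these data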;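 also: inhibitors lower polarization as less probe binds the enzyme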
Efflux pump mplx = antifungal efflux pump inhibition, Nile Red retention | S. cerevisiae Candida pump triplex | inhibition, % at 10 µM | hit rate 0.44% among 330,000 | AID 485275;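 active = plate passing quality check with inhibition over a set limit, or well fluorescence over plate mean plus 4 SD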;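 also: Nile Red retained in pooled yeast measured as flow cytometry median fluorescence; 0% = buffer negative control and 100% = Enniatin B positive control; higher means more Nile Red kept so more efflux inhibition; some compounds called inactive have numbers as strong as hits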
MEX-5 binding = C. elegans MEX-5 TCR-2 RNA binding activity. activity score (negative = inhibition of binding), % at 10 µM. hit rate 0.38% among 300,000. MEX-5/FITC-TCR2 RNA binding, fluorescence polarization; active compounds read low;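 active = inhibition past about -25% in most replicates, and total fluorescence under double the plate's negative control median, limit read from the data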;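 also: 0% = DMSO and -100% = 5 µM competing unlabeled TCR2 RNA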
Bcl-xL primary = Bcl-xL (human) inhibition. AID 2129. inhibition, % at 10.9 µM. GST-Bcl-xL / FITC-Bim BH3 peptide fluorescence polarization. hit rate 0.7% among 320,000;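 active = inhibition above the mean of all tested compounds plus 3 SD, cutoff set per campaign, cut at about 30% in these data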;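 also: 0% = DMSO wells and 100% = unlabeled Bim-BH3 peptide competitor; inhibitors lower millipolarization by displacing the labeled peptide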
GLD-1 RNA inh = GLD-1-TGE RNA interaction inhibition (C. elegans); inhibition, % at 5.96 µM; Q17339; hit rate 0.44% among 320,000; purified GLD-1 + fluorescein TGE RNA, fluorescence polarization;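 active = percent inhibition above a per-plate cutoff, the plate mean of test compounds plus 3 SD, cut at about 30% in these data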;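 also: 0% = DMSO wells with GLD-1 and probe and 100% = wells lacking GLD-1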
MCL1 BIM primary = inhibitors of human MCL1 binding to BIM-BH3 peptide. Q07820. GST-MCL1 / FITC-Bim-BH3 fluorescence polarization. inhibition, % at 10.9 µM. hit rate 0.68% among 320,000;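 active = inhibition above the mean inhibition of all tested compounds plus 3 SD, set per campaign, cut at about 40% in these data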;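 also: 0% = DMSO wells and 100% = unlabeled Bim-BH3 peptide control; higher means more loss of mP so more displacement of Bim peptide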
Target sequence (Q07820 whole entry, looked up): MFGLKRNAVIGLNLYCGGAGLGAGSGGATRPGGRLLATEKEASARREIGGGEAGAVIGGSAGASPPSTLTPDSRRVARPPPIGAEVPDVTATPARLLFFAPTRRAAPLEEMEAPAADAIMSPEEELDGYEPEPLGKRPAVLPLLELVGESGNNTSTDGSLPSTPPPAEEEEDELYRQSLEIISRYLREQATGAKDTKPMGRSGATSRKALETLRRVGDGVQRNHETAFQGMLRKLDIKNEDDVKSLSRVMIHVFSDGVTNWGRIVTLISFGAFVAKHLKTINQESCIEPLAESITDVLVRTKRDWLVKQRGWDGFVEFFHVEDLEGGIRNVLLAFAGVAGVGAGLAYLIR
GRK2 inh = human GRK2 inhibition via aptamer displacement; bead flow cytometry, FAM-aptamer displacement from GRK2; inhibition of aptamer binding, % at 10 µM; hit rate 0.59% among 330,000;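 active = inhibition of aptamer binding above 40%, roughly 3 SD of noise, on plates passing a quality check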;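 also: median bead fluorescence of bound FAM aptamer so fluorescent compounds give negative values; no value below 0 was filed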
Target sequence (P25098 whole entry, looked up): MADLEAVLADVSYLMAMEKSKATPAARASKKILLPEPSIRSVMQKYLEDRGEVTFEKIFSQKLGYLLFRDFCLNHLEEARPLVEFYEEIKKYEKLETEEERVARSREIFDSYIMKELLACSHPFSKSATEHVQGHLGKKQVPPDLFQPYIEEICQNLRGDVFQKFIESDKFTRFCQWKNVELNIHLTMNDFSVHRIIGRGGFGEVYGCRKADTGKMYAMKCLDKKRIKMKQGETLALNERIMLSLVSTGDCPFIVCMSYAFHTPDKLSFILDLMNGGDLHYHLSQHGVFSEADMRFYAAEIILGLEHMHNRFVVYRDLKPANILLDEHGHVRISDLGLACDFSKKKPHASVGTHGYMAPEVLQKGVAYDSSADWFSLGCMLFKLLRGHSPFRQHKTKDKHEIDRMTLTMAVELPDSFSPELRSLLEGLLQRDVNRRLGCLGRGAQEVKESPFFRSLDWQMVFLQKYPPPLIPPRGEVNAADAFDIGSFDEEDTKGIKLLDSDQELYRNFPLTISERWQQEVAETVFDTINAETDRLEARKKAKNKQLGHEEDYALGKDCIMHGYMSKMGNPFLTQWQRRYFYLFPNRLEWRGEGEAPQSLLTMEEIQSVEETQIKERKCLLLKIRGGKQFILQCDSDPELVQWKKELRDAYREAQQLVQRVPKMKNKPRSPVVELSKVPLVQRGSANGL
Numbers without * were called inactive; x = no result given. The list is partial (hit frequency here may not be typical).

structure | PME-1 primary | VLA-4 inh | Fam108B counter | Efflux pump mplx | MEX-5 binding | Bcl-xL primary | GLD-1 RNA inh | MCL1 BIM primary | GRK2 inh
COc1ccccc1OCCCC(=O)Nc1ccc(N2CCOCC2)cc1 | -3 | 15 | 3 | -0.1 | 2.8 | 4 | 6 | 8 | 0
Cc1ccnc(N2CCC(C(=O)NCc3ccc(F)cc3)CC2)n1 | 1 | 5 | 8 | 0.2 | 1.4 | 7 | -15 | 8 | 1
COc1cccc(/C=C2/Sc3ccc(C(=O)NCCCN4CCCC4)cc3NC2=O)c1 | -1 | 25 | -3 | 0.0 | 1.4 | 1 | -6 | 3 | 0
N#Cc1cc2ccccc2nc1SCc1ccccn1 | 8 | 13 | 4 | 0.1 | x | -8 | -18 | -10 | 0
CCNC(=O)CCn1nc(-c2ccc(C)cc2)c2ccccc2c1=O | -3 | 8 | 4 | 0.1 | -2.5 | 7 | -3 | 5 | 2
Oc1cnc2ccccc2c1CN1CCOCC1 | 1 | 6 | 3 | 0.1 | 1.2 | 0 | -6 | 1 | 1
O=C(CNc1cccc2ccccc12)N/N=C/c1cccc(Oc2ccccc2)c1 | 36* | 4 | 33* | 0.2 | 2.4 | 3 | 7 | 23 | 1
CCC(C)NC(=O)C1CCN(S(=O)(=O)c2ccc3nc4c(c(C(=O)O)c3c2)CCCCC4)CC1 (stereo not drawn) | 2 | -128 | -1 | -0.2 | 1.8 | 6 | -1 | 13 | 0
CCN(C(=O)c1cc(Cl)ccc1OC)c1ccccc1C | -2 | 7 | 0 | -0.1 | 1.8 | 6 | 2 | 8 | 0
O=C(CSc1nnc(NC(=O)c2ccco2)s1)NC1CCCC1 | -3 | 15 | -4 | 0.1 | -2.9 | -3 | -7 | -5 | 1
COc1ccccc1CNC(=O)COC(=O)Cc1c(Cl)cccc1Cl | -2 | 8 | -4 | 0.0 | 2.2 | 1 | 4 | -1 | 2
Cc1cccnc1NC(=O)C1CCCN1S(=O)(=O)c1ccc(Cl)cc1 (stereo not drawn) | 9 | 9 | 0 | 0.2 | -1.7 | 3 | 10 | 8 | 0
O=C(Cn1c2c(sc1=O)C1c3ccccc3OCC1CS2)Nc1ccc(Cl)c(Cl)c1 (stereo not drawn) | -16 | -9 | -5 | 0.1 | -0.7 | 5 | 2 | 6 | 3
c1cncc(-c2noc(-c3cccc4ccccc34)n2)c1 | 2 | -14 | -1 | 0.1 | -1.0 | 1 | 2 | 3 | 1
O=C(NC1CCC(O)CC1)c1ccccc1OCc1ccc(F)cc1 (stereo not drawn) | -4 | 5 | -2 | -0.2 | 0.4 | 3 | 3 | -1 | 0
COc1ccc(-c2cc(-c3c(O)c(OC)c4occc4c3OC)[nH]n2)cc1 | 33* | -3 | 11 | -0.1 | -0.2 | 2 | 0 | 7 | 3
Cn1nc(C(=O)Nc2ccccc2Cl)cc1C(=O)Nc1ccccc1Cl | 0 | -4 | -1 | 0.0 | 1.8 | -7 | 4 | -13 | 0
CCc1nc(C)ccc1OCC(=O)N(CC)CC | 2 | 10 | 1 | 0.0 | -0.9 | 0 | 3 | 6 | 1
COCCC(=O)Nc1c(-c2ccccc2)c2cc(Br)ccc2[nH]c1=O | 4 | -4 | 0 | 0.1 | 0.8 | 1 | 3 | 5 | 1
Cc1nc(C(=O)Nc2ccccc2)sc1C1(C)CC(c2cccc([N+](=O)[O-])c2)=NO1 (stereo not drawn) | -4 | 19 | -2 | 0.1 | 1.0 | 2 | 18 | -4 | 1
CCn1ncc(-c2ccnc3cc(C(=O)O)nn23)c1C | 7 | 9 | 3 | 0.3 | -6.9 | 3 | 2 | 2 | 11
C=C[C@H](CC(C)C)N(Cc1ccccc1)S(=O)(=O)N(Cc1ccc(OC)cc1)[C@H](C=C)CC(C)C | 2 | -1 | x | 0.3 | x | 5 | 2 | 2 | 0
O=c1c2cc(O)c(O)cc2oc2cc(O)c(C3OC(CO)C(O)C(O)C3O)c(O)c12 (stereo not drawn) | -8 | 24 | 2 | -0.3 | -13 | 7 | 0 | 37 | 0
COCCCn1[nH]c2c3c(ccc2c1=O)C(=O)c1ccccc1C3=O | 0 | 92* | 7 | 0.1 | -7.0 | 1 | -1 | 4 | 3
CC(C)(C)CC(=O)NC(=S)NCc1ccco1 | 3 | 13 | 0 | 0.0 | -0.1 | 5 | -3 | 3 | 2
Cc1ccc(-c2cc(C(F)F)n3ncc(C(=O)N4CCN(c5cccc(C)c5C)CC4)c3n2)cc1 | -5 | 0 | -2 | -0.1 | 0.2 | 1 | 7 | 1 | 1
CC(C)Cn1c(N)c(C(=O)COC(=O)COc2cccc(C(F)(F)F)c2)c(=O)n(C)c1=O | 11 | -15 | -3 | 0.1 | 3.2 | -13 | 0 | -16 | 2
CCOc1cccc(CNCCO)c1OCc1ccc(Cl)cc1 | -5 | x | 0 | 0.3 | -1.5 | -1 | 2 | 2 | 0
COCCCNC(=O)c1cccc2c(=O)c(C)c(-c3ccccc3)oc12 | 3 | 6 | -3 | 0.1 | x | 3 | 2 | 2 | 0
S=c1nc(-c2ccccc2Cl)n(Cc2cccnc2)c2c1CCCC2 | 2 | -6 | 2 | 0.1 | 1.2 | -2 | -2 | 7 | 0
CC1(C)OC2CCN3C(C(O)COS3(=O)=O)C2O1 (stereo not drawn) | -4 | -21 | -8 | 0.0 | 0.4 | 2 | 9 | 0 | 2
c1ccc2c(c1)CCN(c1ncnc3c1[nH]c1ccccc13)C2 | 18 | 1 | 12 | 0.2 | -3.1 | 1 | 1 | 0 | 2
CC(C)(C)NC(=O)COC(=O)CCC(=O)c1ccc(Cl)cc1 | -6 | 2 | -4 | 0.4 | 3.0 | -1 | -9 | -4 | 0
CCn1cc(/C=N/NS(=O)(=O)c2ccc(OC)cc2)c(C)n1 | -2 | 3 | 7 | 0.2 | 2.3 | -3 | -2 | -3 | 0
O=C(NC1CCCC1)c1ccc(CS(=O)(=O)c2ccc(Br)cc2)o1 | 5 | 4 | -3 | -0.1 | 1.4 | 2 | 4 | 3 | 0
CCN(C[C@H]1N[C@@](Cc2ccccc2)(C(=O)OC)[C@H]2C(=O)N(Cc3ccccc3)C(=O)[C@@H]12)C(=O)Nc1ccc(Cl)cc1 | x | 22 | x | -0.2 | x | x | 8 | x | 3
O=C(Cc1ccccc1)c1c[nH]c(C(=O)C(Cl)(Cl)Cl)c1 | -3 | 16 | 5 | 0.0 | -0.2 | 8 | 6 | 4 | 13
CC(C)(C)c1ccc(C(=O)NNC(=O)Cc2cccc3ccccc23)cc1 | -2 | 31 | 1 | 0.1 | -0.2 | 2 | 5 | 0 | 0
O=[N+]([O-])c1cccc(/C=C/c2ccc3cccc(O)c3n2)c1 | -1 | 6 | 2 | 0.1 | -1.4 | 2 | 3 | 7 | 1
O=C(Cn1cnc2ccccc21)Nc1ccc2c(c1)OCCCO2 | 2 | -4 | x | -0.4 | x | -3 | -4 | -10 | 0
CCOc1ccc(N(CC(=O)O)S(=O)(=O)c2cccnc2)cc1 | -7 | -35 | 0 | -0.3 | 1.7 | 2 | 0 | -3 | 5
O=C(COc1nsnc1N1CCOCC1)N/N=C/c1ccccc1O | -1 | 0 | 3 | -0.6 | 2.1 | 5 | -1 | 14 | 5
Nc1[nH]nc2nc(-c3ccccc3)[nH]c(=O)c12 | 4 | 16 | 1 | 0.1 | 0.1 | 5 | 1 | 5 | 1
Cc1cccc(CC(=O)NCC2CCCCC2)c1 | 0 | -3 | -3 | 0.1 | 2.1 | 11 | -9 | -2 | 0
COc1cccc2sc(=NC(=O)CS(=O)(=O)c3ccc(F)cc3)n(C)c12 | 1 | -23 | -5 | 0.5 | 6.4 | -3 | 2 | -8 | 2
CC(C)c1nc(-c2ccccn2)no1 | -2 | -1 | -1 | 0.0 | -2.9 | 3 | 6 | 7 | 0
O=c1oc2ccccc2c(O)c1C=Nc1cccnc1 | -5 | 4 | -3 | 0.0 | 1.2 | 3 | -2 | 6 | 2
Cc1ccc(C(=O)NNC(=O)CSc2nnc(C3CC3)n2C)cc1 | -1 | 0 | 1 | -0.2 | -1.2 | 4 | 8 | 11 | 0
O=C(c1cc(F)ccc1F)C1CCCN(C(=O)CCCN2CCCCC2=O)C1 (stereo not drawn) | 1 | 8 | 3 | 0.0 | -0.7 | 51* | 4 | 5 | 5
CC(C)(C)C#CC(CCc1ccccc1)OS(N)(=O)=O (stereo not drawn) | -3 | -5 | 0 | 0.0 | -0.8 | 3 | -1 | 5 | 0

Exported with two lines to a compound: part of the list above.
The line under a structure holds: PME-1 primary	VLA-4 inh	Fam108B counter	Efflux pump mplx	MEX-5 binding	Bcl-xL primary	GLD-1 RNA inh	MCL1 BIM primary	GRK2 inh
CCOc1ccc(N(CC(=O)O)S(=O)(=O)c2cccnc2)cc1
  -7	-35	0	-0.3	1.7	2	0	-3	5
CCC(C)NC(=O)C1CCN(S(=O)(=O)c2ccc3nc4c(c(C(=O)O)c3c2)CCCCC4)CC1 (stereo not drawn)
  2	-128	-1	-0.2	1.8	6	-1	13	0

(more compounds)
structure | PME-1 primary | VLA-4 inh | Fam108B counter | Efflux pump mplx | MEX-5 binding | Bcl-xL primary | GLD-1 RNA inh | MCL1 BIM primary | GRK2 inh
O=C(CCOc1ccccc1)NCC(c1ccco1)N1CCCCC1 (stereo not drawn) | -5 | 4 | -1 | 0.1 | -1.9 | 6 | 2 | 4 | 0
COc1ccc(OC)c(NS(=O)(=O)c2ccc(Cl)s2)c1 | 5 | 7 | -1 | 0.1 | -2.1 | 3 | 2 | 4 | 2
NC(=O)NC(=O)CC1S/C(=N/N=C2\CSC(=O)N2)NC1=O (stereo not drawn) | -2 | -7 | 1 | 0.1 | -17 | 9 | 6 | 11 | 0
O=C(Nc1ccc2c(c1)OCO2)C1CC(c2cccc(Br)c2)=NO1 (stereo not drawn) | 3 | 27 | 3 | 0.5 | 2.7 | 2 | 9 | -3 | 0
Cc1ccc(N(C(=O)c2sc(C)nc2C)C(C(=O)NC(C)(C)C)c2ccncc2)cc1 (stereo not drawn) | 0 | -6 | -4 | 0.1 | -0.4 | 6 | -3 | 1 | 1
CN1CCN(CCn2c(=S)[nH]c3ccccc3c2=O)CC1 | 2 | 4 | -1 | 0.0 | -1.7 | -2 | -1 | 5 | 1
Cc1c(C(=O)NCC2CCCO2)sc2nc(-c3ccc(F)cc3)cn12 (stereo not drawn) | 2 | -25 | -3 | -0.2 | -3.4 | -3 | 3 | -11 | 6
COc1ccc(/C=C/C(=O)Nc2cccc(S(=O)(=O)NC3=NCCCCC3)c2)cc1OC | -3 | 37 | x | 0.1 | x | 6 | 6 | -7 | 1
O=C(NCc1cccnc1)C1c2ccccc2C(=O)N1Cc1ccccc1 (stereo not drawn) | 1 | 5 | -3 | 0.8 | -0.2 | -1 | -7 | -1 | 0
C=CCNC(=O)C(=O)NN=C1CCN(C)CC1 | 3 | -5 | -2 | 0.0 | -2.8 | 7 | 3 | 11 | 1
COc1ccc(CCNC(=O)CSc2nc(O)c(CCC(C)C)c(=O)[nH]2)cc1OC | 5 | 4 | 7 | 0.1 | 0.2 | 4 | 12 | 9 | 3
O=C(Nc1nc(-c2cccs2)cs1)c1ccc(S(=O)(=O)N2CCCCC2)cc1 | -57 | -1 | -42 | 0.6 | 1.8 | 1 | -4 | -6 | 0
CCCN(C(=O)CSCc1ccccc1C)c1c(N)n(Cc2ccccc2)c(=O)[nH]c1=O | 0 | -17 | 4 | -0.1 | 0.0 | 4 | 12 | 4 | 2

From PubChem
